T cruzi intra: intracellular Trypanosoma cruzi inhibition; activity score (inhibition), % at 5.01 µM; intracellular Trypanosoma cruzi in host cells, plate reader; hit rate 4.9% among 22,000; in the data active = activity score above about 55%;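 also: parasites and compound incubated about four days before reading; 0% = median of neutral control wells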
INS-1E rescue: preserves ATP levels in cytokine-treated INS-1E cells; INS-1E cytokine-induced death, ATP luminescence, 48 h; normalised: neutral wells 0, positive control 100; protection from cytokine-induced ATP loss, % at 10 µM; hit rate 0.1% among 20,000; AID 488910;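 active = mean replicate protection from cytokine-induced ATP loss at least 50% and at least 75% of replicates each reaching 50%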
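Material: INS-1E rat cells; Quantity: 8000 cells/well; Buffer or medium: phenol-red-free RPMI with 5% fetal bovine serum; Probe or stimulus: cytokine cocktail of IFN-γ, TNF-α and IL-1β; Compound dosing: single test concentration per compound, delivered by pin transfer; Incubation: 48 h co-treatment, 10 min post-lysis read; Signal: CellTiter-Glo luminescence.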
Active calls of the source: *; . = no result given.

SMILES,T cruzi intra,INS-1E rescue
COc1ccc(NC(=O)N(C)C[C@H]2Oc3ccc(NS(=O)(=O)c4c(C)noc4C)cc3CC(=O)N([C@@H](C)CO)C[C@@H]2C)cc1,-0.5,8.8
COc1ccc(S(=O)(=O)N(C)C[C@@H]2Oc3c(NC(=O)C4CC4)cccc3C(=O)N([C@H](C)CO)C[C@H]2C)cc1,6.4,4.4
Cc1noc(C)c1NC(=O)Nc1ccc2c(c1)CC(=O)N([C@@H](C)CO)C[C@@H](C)[C@@H](CN(C)Cc1ccc(C(F)(F)F)cc1)O2,-30.5,20.9
C[C@@H]1CN([C@@H](C)CO)C(=O)c2cc(NC(=O)Cn3cnnn3)ccc2O[C@H]1CN(C)S(=O)(=O)c1ccc(F)cc1,-16.9,2.7
C[C@H](CO)N1C[C@H](C)[C@@H](CN(C)CC2CCCCC2)Oc2ccc(NC(=O)Nc3ccc4c(c3)OCO4)cc2C1=O,3.9,-1.7
Cc1noc(C)c1NC(=O)Nc1cccc2c1O[C@H](CN(C)CC1CCCCC1)[C@H](C)CN([C@H](C)CO)C2=O,-18.2,-9.1
COc1ccc(S(=O)(=O)N(C)C[C@H]2Oc3c(NC(=O)c4nc5ccccc5s4)cccc3C(=O)N([C@H](C)CO)C[C@@H]2C)cc1,44.0,-8.7
COc1ccc(NC(=O)Nc2cccc3c2O[C@@H](CN(C)Cc2ccccc2)[C@H](C)CN([C@H](C)CO)C3=O)cc1,-25.4,3.3
C[C@H](CO)N1C[C@H](C)[C@H](CN(C)CC2CCCCC2)Oc2ccc(NC(=O)CCCN(C)C)cc2C1=O,-5.7,2.2
C[C@H](CO)N1C[C@H](C)[C@H](CN(C)Cc2ccc(C(=O)Nc3ccccc3N)cc2)Oc2ccc(NC(=O)Nc3ccc(C(F)(F)F)cc3)cc2CC1=O,82.0*,-20.9
COc1cc(O)cc(OC)c1/C=N/NC(=O)CCCCC(=O)NO,-15.3,15.4
C[C@H](CO)N1C[C@H](C)[C@H](CN(C)C(=O)Nc2ccc(C(F)(F)F)cc2)Oc2ccc(NC(=O)Nc3ccc(F)cc3)cc2CC1=O,2.3,-13.4
COc1cccc(NC(=O)N(C)C[C@H]2OCc3cnnn3CCCC(=O)N([C@@H](C)CO)C[C@H]2C)c1,-9.5,.
COc1ccc(S(=O)(=O)Nc2ccc3c(c2)C(=O)N([C@H](C)CO)C[C@H](C)[C@@H](CN(C)Cc2ccncc2)OCCCC[C@@H](C)O3)cc1,-3.0,11.0
C[C@H]1CN([C@@H](C)CO)C(=O)Cc2cc(NS(=O)(=O)c3cccs3)ccc2O[C@H]1CN(C)C,-8.7,3.2
C[C@H](CO)N1C[C@H](C)[C@@H](CN(C)C(=O)NC2CCCCC2)Oc2ccc(NC(=O)Nc3ccc(F)cc3)cc2C1=O,-13.5,6.7
COc1ccccc1S(=O)(=O)N(C)C[C@H]1OCc2cn(nn2)CCCC(=O)N([C@@H](C)CO)C[C@@H]1C,-9.3,.
C[C@H](CO)N1C[C@H](C)[C@@H](CN(C)C(=O)NC2CCCCC2)Oc2ccc(NC(=O)Nc3ccc4c(c3)OCO4)cc2C1=O,7.9,9.5
Cc1cc(C(=O)Nc2cccc3c2O[C@H](CN(C)Cc2ccc(Cl)c(Cl)c2)[C@H](C)CN([C@@H](C)CO)C3=O)n(C)n1,1.9,-6.0
COC(=O)CCCCCCC(=O)N/N=C/c1ccccc1C,-5.1,2.4
Cc1noc(C)c1NC(=O)Nc1cccc2c1O[C@@H](CN(C)C(=O)Nc1ccccc1)[C@@H](C)CN([C@@H](C)CO)C2=O,-21.9,3.0
COc1ccc(NC(=O)Nc2cccc3c2O[C@@H](CN(C)C)[C@@H](C)CN([C@H](C)CO)C3=O)cc1,-23.4,-3.1
COc1ccc(NC(=O)N(C)C[C@H]2Oc3c(NS(=O)(=O)c4ccc(OC)cc4)cccc3C(=O)N([C@@H](C)CO)C[C@@H]2C)cc1,-4.5,11.2
C[C@@H]1CN([C@@H](C)CO)C(=O)c2cc(NC(=O)Nc3cccc4ccccc34)ccc2O[C@H]1CN(C)S(C)(=O)=O,-19.6,6.1
CC(C)NC(=O)Nc1ccc2c(c1)CC(=O)N([C@@H](C)CO)C[C@H](C)[C@H](CN(C)C)O2,-9.7,-2.5
C[C@H](CO)N1C[C@H](C)[C@H](CN(C)C)Oc2ccc(NC(=O)Nc3ccc(C(F)(F)F)cc3)cc2CC1=O,-31.1,6.1
C[C@@H]1CN([C@H](C)CO)C(=O)c2cccc(NS(=O)(=O)c3ccc(F)cc3)c2O[C@@H]1CN(C)CC1CC1,-20.4,3.1
Cc1noc(C)c1NC(=O)Nc1cccc2c1O[C@H](CN(C)C(=O)Nc1ccc3c(c1)OCO3)[C@H](C)CN([C@@H](C)CO)C2=O,-5.9,12.3
COc1ccc(S(=O)(=O)N(C)C[C@H]2Oc3ccc(NS(=O)(=O)c4ccc(Cl)cc4)cc3CC(=O)N([C@H](C)CO)C[C@H]2C)cc1,67.3*,-8.0
COc1ccc(NC(=O)Nc2cccc3c2O[C@H](CN(C)C)[C@@H](C)CN([C@@H](C)CO)C3=O)cc1,-22.2,1.7

Two entries picked at random from those above:
SMILES,T cruzi intra,INS-1E rescue
C[C@@H]1CN([C@@H](C)CO)C(=O)c2cc(NC(=O)Nc3cccc4ccccc34)ccc2O[C@H]1CN(C)S(C)(=O)=O,-19.6,6.1
C[C@H](CO)N1C[C@H](C)[C@@H](CN(C)C(=O)NC2CCCCC2)Oc2ccc(NC(=O)Nc3ccc(F)cc3)cc2C1=O,-13.5,6.7

The results go on:
SMILES,T cruzi intra,INS-1E rescue
C[C@@H]1CN([C@@H](C)CO)C(=O)c2cc(NC(=O)NC3CCCCC3)ccc2O[C@H]1CN(C)S(=O)(=O)c1cn(C)cn1,1.3,7.7
Cc1ccc(S(=O)(=O)N(C)C[C@H]2Oc3ccc(NC(=O)Cc4cn(C)c5ccccc45)cc3C(=O)N([C@H](C)CO)C[C@@H]2C)cc1,1.9,-3.4
C[C@H](CO)N1C[C@H](C)[C@H](CN(C)S(=O)(=O)c2ccc(Cl)cc2)Oc2c(NC(=O)Nc3ccc(F)cc3)cccc2C1=O,44.9,-50.2
Cc1ccc(S(=O)(=O)Nc2ccc3c(c2)CC(=O)N([C@@H](C)CO)C[C@@H](C)[C@@H](CN(C)Cc2ccc(-c4ccccc4)cc2)O3)cc1,71.2*,-8.8
C[C@@H]1CCCCO[C@H](CN(C)C)[C@@H](C)CN([C@H](C)CO)C(=O)c2cc(NS(=O)(=O)c3ccc(F)cc3)ccc2O1,-6.8,-2.1
C[C@@H]1CN([C@H](C)CO)C(=O)c2cccc(NC(=O)Nc3ccc(F)cc3)c2O[C@H]1CN(C)Cc1ccc(C(=O)Nc2ccccc2N)cc1,78.3*,7.3
C[C@H](CO)N1C[C@H](C)[C@H](CN(C)C(=O)NC2CCCCC2)Oc2c(NC(=O)C3CC3)cccc2C1=O,-5.6,5.7
Cc1noc(C)c1NC(=O)Nc1ccc2c(c1)CC(=O)N([C@H](C)CO)C[C@@H](C)[C@H](CN(C)Cc1ccc3c(c1)OCO3)O2,0.6,3.0
C[C@H]1CN([C@@H](C)CO)C(=O)c2cccc(NC(=O)Nc3ccc(F)cc3)c2O[C@H]1CN(C)S(=O)(=O)c1ccc(F)cc1,-26.4,0.2
C[C@@H]1CN([C@H](C)CO)C(=O)Cc2cc(NS(=O)(=O)c3cccs3)ccc2O[C@@H]1CN(C)Cc1ccccc1,39.1,-0.8
C[C@@H]1CN([C@@H](C)CO)C(=O)CCCn2cc(nn2)CO[C@H]1CN(C)C(=O)Nc1cccc(Oc2ccccn2)c1,-6.5,.
CNC[C@@H]1Oc2c(NC(=O)Nc3ccccc3)cccc2C(=O)N([C@H](C)CO)C[C@H]1C,-22.1,0.7
Cc1noc(C)c1S(=O)(=O)Nc1cccc2c1O[C@H](CN(C)CC1CCCCC1)[C@H](C)CN([C@H](C)CO)C2=O,8.2,2.5
C[C@@H]1CCCCO[C@H](CN(C)C(=O)Nc2ccccc2)[C@@H](C)CN([C@H](C)CO)C(=O)c2cc(NC(=O)Nc3cccc4ccccc34)ccc2O1,21.6,-14.2
Cc1noc(C)c1NC(=O)N(C)C[C@H]1Oc2c(NC(=O)C3CCCCC3)cccc2C(=O)N([C@@H](C)CO)C[C@H]1C,-23.1,2.8
C[C@@H]1CN([C@@H](C)CO)C(=O)c2cc(NS(=O)(=O)c3ccccc3)ccc2O[C@H]1CN(C)CC1CC1,-1.4,-1.3
COc1ccc(NC(=O)Nc2cccc3c2O[C@H](CN(C)S(=O)(=O)c2cccs2)[C@@H](C)CN([C@H](C)CO)C3=O)cc1,10.1,9.0
C[C@H]1CN([C@@H](C)CO)C(=O)c2cc(NS(=O)(=O)c3cn(C)cn3)ccc2O[C@H]1CN(C)S(=O)(=O)c1ccccc1,-8.5,.
C[C@H]1CN([C@@H](C)CO)C(=O)Cc2cc(NS(C)(=O)=O)ccc2O[C@H]1CN(C)S(C)(=O)=O,-18.0,6.7
C[C@H](CO)N1C[C@H](C)[C@@H](CN(C)C(=O)c2cc(-c3ccccc3)on2)OCc2cn(nn2)CCCC1=O,-19.9,.
CC(C)NC(=O)Nc1ccc2c(c1)CC(=O)N([C@H](C)CO)C[C@H](C)[C@H](CN(C)CC1CC1)O2,-20.8,-9.1
C[C@@H]1CN([C@@H](C)CO)C(=O)CCCn2nncc2CO[C@@H]1CN(C)S(=O)(=O)c1ccc(-n2cccn2)cc1,6.4,.
C[C@H]1CN([C@@H](C)CO)C(=O)Cc2cc(N(C)C)ccc2O[C@@H]1CN(C)S(=O)(=O)c1ccc(Cl)cc1,14.6,-10.0
C[C@@H]1CN([C@H](C)CO)C(=O)c2cccc(NC(=O)Nc3ccccc3)c2O[C@@H]1CN(C)Cc1ccccc1,-29.2,-11.3
C[C@@H]1CN([C@@H](C)CO)C(=O)c2cc(NC(=O)c3ccncc3)ccc2O[C@@H]1CN(C)C(=O)Nc1ccc(F)cc1,-13.2,-1.0
Cc1ccc(S(=O)(=O)N(C)C[C@H]2Oc3c(NC(=O)c4ccncc4)cccc3C(=O)N([C@@H](C)CO)C[C@H]2C)cc1,15.2,5.2
COc1ccc(CN(C)C[C@@H]2Oc3ccc(NC(=O)Nc4c(C)noc4C)cc3CC(=O)N([C@@H](C)CO)C[C@@H]2C)cc1,-16.6,-14.4
C[C@@H]1CN([C@H](C)CO)C(=O)c2cc(NC(=O)CCCCCC(=O)Nc3ccccc3N)ccc2O[C@@H]1CN(C)C(=O)Nc1ccccc1,6.5,6.2
C[C@@H]1CCCCO[C@H](CN(C)S(=O)(=O)c2cccs2)[C@@H](C)CN([C@H](C)CO)C(=O)c2cc(NS(=O)(=O)c3cccs3)ccc2O1,-0.4,16.8
C[C@@H]1CN([C@@H](C)CO)C(=O)c2cccc(NC(=O)c3ccc(-c4nccs4)cc3)c2O[C@H]1CN(C)Cc1ccc(Oc2ccccc2)cc1,61.9*,-29.0
C[C@@H]1CN([C@@H](C)CO)C(=O)c2cccc(NS(=O)(=O)c3ccc(Cl)cc3)c2O[C@H]1CN(C)C(=O)NC1CCCCC1,3.8,9.4
O=C(NO)c1ccc(C(=O)N/N=C/c2ccc(O)cc2O)cc1,18.5,-6.7
C[C@H]1CN([C@@H](C)CO)C(=O)CCCn2nncc2CO[C@H]1CN(C)C(=O)Nc1cccc2ccccc12,-11.0,6.3
COc1ccc(NC(=O)N(C)C[C@H]2Oc3ccc(NC(=O)CCCCCC(=O)Nc4ccccc4N)cc3C(=O)N([C@H](C)CO)C[C@@H]2C)cc1,-34.1,-0.6
C[C@@H]1CN([C@@H](C)CO)C(=O)c2cc(NC(=O)CCC(F)(F)F)ccc2O[C@@H]1CN(C)S(=O)(=O)c1ccc(F)cc1,31.9,-5.1
Cc1ccc(S(=O)(=O)N(C)C[C@@H]2Oc3ccc(NC(=O)CCC(F)(F)F)cc3CC(=O)N([C@H](C)CO)C[C@H]2C)cc1,-3.7,8.2
Cc1noc(C)c1NC(=O)Nc1ccc2c(c1)C(=O)N([C@H](C)CO)C[C@@H](C)[C@H](CN(C)S(=O)(=O)c1ccccc1)O2,-16.9,-7.6
C[C@H]1CN([C@@H](C)CO)C(=O)c2cccc(NC(=O)c3ccc(-c4nccs4)cc3)c2O[C@@H]1CN(C)Cc1ccc(-c2ccccc2)cc1,70.3*,-29.1
C[C@H](CO)N1C[C@H](C)[C@H](CN(C)C(=O)Nc2cccc3ccccc23)Oc2c(NC(=O)c3ccc(-c4nccs4)cc3)cccc2C1=O,0.5,0.3

In the list so far, 6 contain a CF3 group.
SMILES,T cruzi intra,INS-1E rescue
Cc1noc(C)c1NC(=O)Nc1ccc2c(c1)CC(=O)N([C@@H](C)CO)C[C@@H](C)[C@@H](CN(C)Cc1ccc(C(F)(F)F)cc1)O2,-30.5,20.9
C[C@H](CO)N1C[C@H](C)[C@H](CN(C)Cc2ccc(C(=O)Nc3ccccc3N)cc2)Oc2ccc(NC(=O)Nc3ccc(C(F)(F)F)cc3)cc2CC1=O,82.0*,-20.9
C[C@H](CO)N1C[C@H](C)[C@H](CN(C)C(=O)Nc2ccc(C(F)(F)F)cc2)Oc2ccc(NC(=O)Nc3ccc(F)cc3)cc2CC1=O,2.3,-13.4
C[C@H](CO)N1C[C@H](C)[C@H](CN(C)C)Oc2ccc(NC(=O)Nc3ccc(C(F)(F)F)cc3)cc2CC1=O,-31.1,6.1
C[C@@H]1CN([C@@H](C)CO)C(=O)c2cc(NC(=O)CCC(F)(F)F)ccc2O[C@@H]1CN(C)S(=O)(=O)c1ccc(F)cc1,31.9,-5.1
Cc1ccc(S(=O)(=O)N(C)C[C@@H]2Oc3ccc(NC(=O)CCC(F)(F)F)cc3CC(=O)N([C@H](C)CO)C[C@H]2C)cc1,-3.7,8.2

High-throughput results: PubChem BioAssay, Broad Institute
